KB-V1 MDR tox – KB-V1 MDR subline cytotoxicity; KB-V1 MDR cells viability, CellTiter-Glo, 72 h; Potency, µM (series often up to 46.1 µM), for the others: top-dose activity change, negative = cytotoxicity, most hits filed as cytotoxic; 3.4% of 400,000 active; AID 1347076; also: % is scaled to controls: 0 for no effect and ±100 for the full control effect; nearly all actives have a fitted effect of over 60% in size
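Luminescent ATP read-out (CellTiter-Glo, 10 min) measures survival of drug-selected KB-V1 MDR cells after 72 h, 37 degrees C compound exposure. Medium: phenol-red-free DMEM, 10% FBS. Values from fitted concentration-response curves.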
HT1080 IDH1KD tx – HT-1080 IDH1 knockdown cell toxicity (counter line) | Potency, µM (series often up to 46.1 µM), inactives show top-dose activity, negative = toxicity, actives largely listed as cytotoxic | 2% of 360,000 active | HT-1080 IDH1 knockdown viability, ATP luminescence, 48 h;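 also: 0% = DMSO wells and -100% = cell-free medium wells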
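IDH1KD HT-1080 cells, 750/well, RPMI + 5% FBS; compound pinned after 2 h settling; 48 h, 37 °C; CellTiter-Glo luminescence; % activity normalised to DMSO and no-cell wells; curves fitted, classed by r2 and efficacy.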
SW480 rerep – DNA re-replication induction in SW480 cells; SW480 DNA re-replication, Hoechst DNA content imaging, 48 h; 1.8% of 340,000 active; Potency, µM (titrated, usually from 46.1 µM), for inactives: at the highest dose re-replication activation, actives largely listed as activators; also: % of control where 0% means no effect; nearly all actives have a fitted effect of over 55% in size
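DNA re-replication was detected as more nuclei of elevated Hoechst intensity after 48 hr exposure to compound (23 nL pinned per well of 250 cells).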
HT1080-NT tox – kills 2HG-producing HT-1080-NT fibrosarcoma cells; HT-1080-NT fibrosarcoma viability, CellTiter-Glo ATP luminescence, 48 h; 1.6% of 360,000 active; Potency, µM (top dose mostly 46.1 µM), without a hit: at the highest dose activity, negative = less viability, usual class: cytotoxic; AID 686970;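 also: NT is the 2HG producing partner of a matched IDH1 knockdown line; 0% = DMSO-treated cells and -100% = media-only wells without cells; nearly all actives have a fitted effect of over 55% in size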
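Viability of the 2HG-overproducing fibrosarcoma line after 48 hours of compound exposure at 37 degrees C was determined by luminescence with CellTiter-Glo, and concentration-effect curves were then fitted and categorized.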
TDP-43 yeast inh – TDP-43 toxicity inhibition in yeast | TDP-43 expressing yeast growth rescue, BacTiter-Glo, 24 h | Potency, µM (series often up to 46.1 µM), inactives show at the highest dose growth rescue (activation), hits mostly activators | 1.8% of 410,000 active | AID 652104; also: % of control where 0% means no effect; nearly all actives have a fitted effect of over 50% in size
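Readout is BacTiter-Glo luminescence of cell growth, so inhibitors register as activators. TDP-43-expressing yeast at OD600=0.02 in galactose medium, after raffinose pregrowth to mid-log, were incubated with compound for 24 hr at 30 deg C.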
KB-3-1 cytotox – kills parental KB-3-1 adenocarcinoma cells | KB-3-1 viability, CellTiter-Glo ATP luminescence, 72 h | Potency, µM (highest dose often 46.1 µM), for the others: at the highest dose activity change, negative = cytotoxic, usual class: cytotoxic | 1.4% of 400,000 active; also: % is scaled to controls: 0 for no effect and ±100 for the full control effect; nearly all actives have a fitted effect of over 60% in size
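Cytotoxicity in the drug-sensitive parental line KB-3-1 was scored as loss of CellTiter-Glo luminescence following 72 h incubation with compound. Values come from curve fitting of normalized concentration-response data.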
HEK293 tox – cytotoxicity in counter-screen for GLP-1R inverse agonists; HEK293 cAMP-luciferase reporter cells, luminescence, 24 h; Potency, µM (series often up to 38.3 µM), for inactives: at the top dose activity change, negative = inhibition, hits mostly inhibitors; 0.13% of 410,000 active;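 also: loss of luciferase light is scored as toxicity; % is scaled to controls: 0 for no effect and ±100 for the full control effect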
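To flag toxic compounds, the library was rerun on cells for 24 hr at 37 deg C and 5% CO2. Viability-linked luminescence was captured 12 min after adding luciferase detection reagent.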
GLP-1R agonist – agonists of human GLP-1 receptor; P43220; HEK293 GLP-1R CRE-luciferase, luminescence, 4-6 h; cells express a hypersensitive GLP-1R form; Potency, µM (titrated, usually from 45.6 µM), for the others: at the highest dose activation, usual class: activators; 0.007% of 380,000 active; AID 624172; also: % of control where 0% means no effect
Target sequence (P43220 whole entry, looked up): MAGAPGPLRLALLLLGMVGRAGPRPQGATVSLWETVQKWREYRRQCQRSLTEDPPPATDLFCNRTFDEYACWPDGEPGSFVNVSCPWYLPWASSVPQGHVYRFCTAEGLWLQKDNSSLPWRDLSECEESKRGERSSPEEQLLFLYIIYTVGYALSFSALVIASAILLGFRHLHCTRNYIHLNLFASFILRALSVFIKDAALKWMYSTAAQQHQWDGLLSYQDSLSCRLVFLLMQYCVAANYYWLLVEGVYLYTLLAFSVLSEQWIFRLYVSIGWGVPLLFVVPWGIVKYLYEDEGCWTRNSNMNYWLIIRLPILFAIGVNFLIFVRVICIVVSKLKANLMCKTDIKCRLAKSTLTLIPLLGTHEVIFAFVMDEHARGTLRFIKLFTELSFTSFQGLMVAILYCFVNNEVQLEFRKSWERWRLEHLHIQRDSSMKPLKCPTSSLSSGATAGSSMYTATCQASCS
GLP-1R inv ag – acts as inverse agonist at human GLP-1 receptor; AID 624417; HEK293 GLP-1R CRE-luciferase, luminescence, 24 h; GLP-1R form is constitutively active; Potency, µM (titrated, usually from 38.3 µM), without a hit: top-dose activity change, negative = inhibition, hits mostly inhibitors; 1.6% of 410,000 active; also: % is scaled to controls: 0 for no effect and ±100 for the full control effect; nearly all actives have a fitted effect of over 55% in size
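Readout was luciferase luminescence, measured 12 min after detection reagent at room temperature. Beforehand, GLP-1R reporter HEK293 cells had sat 12 h, then received compounds for 24 hr at 37 deg C.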
The depositor's hits bear a star; ? = inconclusive; · = not tested or not shown; [ ] = dose if it differs, or a comment. Calls follow the shape of the dose curve; as a rule, active = well fitted curve in the direction sought with a large enough effect; inconclusive = small, poorly fitted or top-dose-only effect, or another doubt; inactive = no such curve, though single readings can be large; an effect the other way counts as inactive or inconclusive. Potency is read from the fitted curve at half-maximal effect.

SMILES,KB-V1 MDR tox,HT1080 IDH1KD tx,SW480 rerep,HT1080-NT tox,TDP-43 yeast inh,KB-3-1 cytotox,HEK293 tox,GLP-1R agonist,GLP-1R inv ag
Nc1c(N(CCC2=CCCCC2)C(=O)COc2ccc(F)cc2)c(=O)[nH]c(=O)n1Cc1ccccc1,7%,?,-9%,?,9%,?,?,-3%,?
Cc1ccc(/C=C2\CCn3c2nc2cc(C(=O)O)ccc2c3=O)c(C)c1,0%,14%,-11%,0%,-5%,13%,7%,0%,-20%
C=CCNC(=O)NC(=O)COC(=O)CCCSc1nc2ccccc2[nH]1,3%,0%,-5%,8%,-11%,1%,-1%,4%,0%
CCOC(=O)N1CCN(c2cc(=O)n(-c3ccccc3C)c(=O)[nH]2)CC1,?,8%,2%,9%,2%,7%,-2%,-1%,1%
NC(Cc1ccc(F)cc1)c1csc(Nc2ccc(S(N)(=O)=O)cc2)n1 (stereo not given),0%,-20%,·,?,5%,-6%,-10%,-6%,?
CCCN1C=CC(=C2C(=O)c3ccccc3C2=O)C=C1,2.9µM*,11µM*,-7%,5.6µM*,-49%[inhibitor],?,15%,-20%,?
CCc1cccc(C)c1NC(=S)N(CCN(C)C)C(C)c1cccnc1 (stereo not given),-22%,1%,6%,-3%,1%[9.22 µM],4%,23%,5%,17%
Cc1nc2ccn(Cc3cccnc3)c(=O)c2cc1C(=O)N1CCN(c2ccccc2F)CC1,23%,·,·,·,-9%,4%,0%,·,-10%
O=C(COC(=O)Cc1cccc(F)c1)NC(=O)NC1CCCCC1,15%,7%,-58%[inhibitor],8%,-24%,11%,2%,8%,-3%
OCC[C@H]1C[C@@H](O)[C@H](O)[C@]2(CCc3ccccc3O2)O1,-17%,5%,?,18%,21%,0%,5%,-2%,18%
Nc1ccc(NC(=O)NC2CCCCC2)cc1,21%,18%,-17%,14%,-23%,0%,-2%,2%,19%
Cc1ccc(/C=C/c2ccc3cccc(O)c3n2)s1,-8%,-22%,?,-21%,3%,?,?,6%,?
COc1ccc(-c2nnc(SCC(=O)Nc3cc(C)on3)o2)cc1,-14%,12%,-2%,17%,7%,-3%,?,5%,-4%
COc1cc(C(=O)Nc2nnc(C(C)(C)C)s2)c([N+](=O)[O-])cc1OC,20%,0%,5%,3%,27%,6%,-8%,0%,4%
O=C(CN(C(=O)c1nsc(Cl)c1Cl)c1ccc(F)cc1)NC1CCCC1,-13%,14%,-4%,16%,11%,5%,10%,3%,-25%
CCCn1c(SCC(=O)Nc2ccc(C(=O)Nc3ccccc3OC)cc2)n[nH]c1=O,3%,-14%,-12%,-14%,-8%,?,14%,8%,-3%
Cc1ccc(C(=O)NC(=C(Cl)Cl)S(=O)(=O)c2ccc(Cl)cc2)cc1,-3%,?,?,?,12%,?,?,-3%,?
Cc1cccc(N2CCN(C(=O)CN3C(=O)COc4ccc(S(=O)(=O)N5CCC(C)CC5)cc43)CC2)c1C,-18%,·,·,·,18%,2%,-14%,9%,-7%
O=C(NCc1ccc2c(c1)OCO2)C1CCCN1C(=O)Nc1cccc(F)c1 (stereo not given),-7%,-9%,-7%,-3%,-9%,1%,42%,0%,-9%
S=C(NCCCN1CCOCC1)N(Cc1ccccc1)Cc1ccccc1,4%,-9%,-9%,-9%,-2%,-2%,1%,2%,?
COc1cccc(CNC(=O)[C@@H]2CCCN2C(=O)[C@H]2CCCCN2S(=O)(=O)c2ccc(OC)c(C)c2)c1,?,0%,·,1%,23%,3%,-4%,17%,0%
Nc1nc2nc[nH]c2c(=O)[nH]1,6%,0%,-24%,-23%,0%,0%,-8%,-2%,0%
CC(C)(C)c1ccc(S(=O)(=O)N2CCN(C(=O)C3=COCCO3)CC2)cc1,6%,-2%,-47%[inhibitor],-3%[9.24 µM],-5%,?,2%,0%,?
Cc1ccc2ncnc(Nc3cccc(C(=O)O)c3)c2c1,-12%,-14%,1%,-9%,4%[9.22 µM],2%,-2%[7.66 µM],4%,3%[7.66 µM]
Cc1ccc(C(=O)Nc2cccnc2)cc1Cl,-28%,19%,-4%,3%,12%,-14%,13%,1%,-11%
C=CCNS(=O)(=O)c1nc(C)c(Cl)c(C)c1C#N,?,6%,0%,7%,?,1%,-2%,-5%,14%
O=C(NCc1ccccc1)c1ccc(NC(=O)C2CCCCC2)cc1,0%,10%,-11%,7%,13%,0%,1%,-5%,7%
Cc1nc2ccc(C(=O)N3CCN(c4ccccc4)CC3)cn2c1N(C)C(=O)CCc1ccccc1,-3%,3%,·,1%,19%,0%,6%,7%,-23%
Cn1cnc2c(cnn2-c2ccccc2)c1=O,-3%,15%,4%,?,-5%,-1%,11%,11%,31%[activator]
CCc1cccc(C)c1NC(=O)c1cccnc1,4%,26%,-1%,28%,14%,5%,17%,1%,14%
O=C(NC1CCN(Cc2ccccc2)CC1)c1ccc(S(=O)(=O)NCc2ccco2)cc1,?,-19%,18%,-9%,-7%,?,-26%,3%,?
C=CCn1c(SCC(=O)NCc2ccc3c(c2)OCO3)nnc1-c1cccnc1,-9%,-9%,-2%,-2%,-8%,2%,31%,0%,-6%
Cc1cc(Nc2ccc(F)cc2Cl)n2ncnc2n1,5%,-1%,-5%,5%,?,5%,0%,8%,28%
CC(NS(=O)(=O)c1cc2c3c(c1)CCC(=O)N3CCC2)c1ccccc1 (stereo not given),0%,0%,4%,4%,10%,6%,12%,11%,6%
Cc1ccccc1CNC(=O)Cc1ccccc1[N+](=O)[O-],-30%,-3%,?,-3%,-8%,16%,21%,6%,1%
Cc1ccc(N2CC(C(=O)Nc3cccnc3)CC2=O)cc1Cl (stereo not given),1%,5%,-4%,20%,-24%,0%,6%,9%,0%

Reprinted from the part before: five compounds; new compounds follow.
SMILES,KB-V1 MDR tox,HT1080 IDH1KD tx,SW480 rerep,HT1080-NT tox,TDP-43 yeast inh,KB-3-1 cytotox,HEK293 tox,GLP-1R agonist,GLP-1R inv ag
C=CCn1c(SCC(=O)NCc2ccc3c(c2)OCO3)nnc1-c1cccnc1,-9%,-9%,-2%,-2%,-8%,2%,31%,0%,-6%
Cc1cc(Nc2ccc(F)cc2Cl)n2ncnc2n1,5%,-1%,-5%,5%,?,5%,0%,8%,28%
CC(NS(=O)(=O)c1cc2c3c(c1)CCC(=O)N3CCC2)c1ccccc1 (stereo not given),0%,0%,4%,4%,10%,6%,12%,11%,6%
Cc1ccccc1CNC(=O)Cc1ccccc1[N+](=O)[O-],-30%,-3%,?,-3%,-8%,16%,21%,6%,1%
Cc1ccc(N2CC(C(=O)Nc3cccnc3)CC2=O)cc1Cl (stereo not given),1%,5%,-4%,20%,-24%,0%,6%,9%,0%
C/C(=N\NC(=O)c1ccc([N+](=O)[O-])cc1)c1cccc([N+](=O)[O-])c1,-3%,16%,3%,-1%,-8%,20%,1%,12%,4%
Cc1onc(-c2ccccc2Cl)c1C(=O)N1CCN(Cc2ccc3c(c2)OCO3)CC1,-13%,-13%,-16%,-24%,-15%,-5%,1%,8%,-15%
C[C@H]1CN([C@@H](C)CO)C(=O)c2cc(-c3cccnc3)cnc2O[C@H]1CN(C)Cc1ccc(Oc2ccccc2)cc1,?,-15%,·,0%,0%,?,-25%,-3%,-23%
O=C(NC1CCCCCC1)C(Cc1ccccc1)n1cccc1 (stereo not given),-8%,-2%,-44%[inhibitor],22%,?,?,1%,10%,?
O=C(c1nnc(-c2ccc(Cl)cc2)o1)C1CCCC1,-24%,6%,-1%,2%,?,7%,-9%,6%,12%
CCn1cc(C(=O)O)c(=O)c2cc(F)c(N3CCN(C(=S)NC(=O)c4ccc(F)cc4)CC3)cc21,-8%,-5%,-76%[inhibitor],-5%,-9%,-9%,2%,10%,-2%
Cc1ccc(CN2CCN(C/C(Cl)=C/c3ccccc3)CC2CCO)o1 (stereo not given),-6%,-12%,-2%,-12%,9%,-1%,0%,14%,?
Cc1nn(-c2ccccc2)c(C)c1/C=N/NC(=O)c1cc(-c2ccc(Cl)s2)[nH]n1,12µM*,0.89µM*,5.2µM*,0.63µM*,?,2.9µM*,?,13%,0%
O=C1C=C(c2ccc(Cl)c(C(F)(F)F)c2)C[C@@H](c2ccc(Cl)cc2)C1,2%,-2%,1%,-14%,-3%,0%,16%,9%,?
Cn1c(=O)c2c(nc(N3CCCCC3)n2C)n(C)c1=O,21%,1%,3%,1%,10%,9%,3%,1%,19%
CCOC(=O)c1c(N)sc(C(=O)N2CCCCCC2)c1C,0%,-2%,-6%,-1%,7%,-9%,-7%,0%,-14%
CCCCNC(=O)CCNS(=O)(=O)c1ccc(C)cc1,3%,14%,-13%,2%,-16%,10%,3%,28%,2%
CCc1c(C)[nH]n(-c2nc(-c3ccccc3)cs2)c1=O,?,0%,11%,9%,?,0%,3%,4%,-5%
c1ccc2c(Nc3ccc(N4CCOCC4)cc3)nc(N3CCOCC3)nc2c1,?,?,?,?,0%,0%,-9%,27%,?
COc1ccc(S(=O)(=O)N2CCN(C(=O)c3ccc(C)o3)CC2)cc1,?,1%,1%,-1%,-9%,-15%,-2%,0%,-9%
O=C(Cc1ccccn1)c1ccc(F)cc1,-3%,15%,7%,1%,19%,15%,9%,2%,5%
Cc1ccc2c(=O)cc(C(=O)Nc3nnc(C)s3)oc2c1,16%,·,·,·,20%,2%,7%,·,4%
c1ccc(-c2nnc3sc(Cc4cccs4)nn23)cc1,?,1%,-4%,1%,?,-4%,-4%,7%,-18%
COc1cc(C(=O)Nc2ccccc2N2CCCCC2)cc(OC)c1OC,-43%,-8%,2%,6%,20%,-10%,-6%,23%,?

High-throughput results as filed in PubChem.
